Compound activity from PubChem BioAssay.
CSM14.1 death rescue = protection against thapsigargin-triggered cell killing – 384-well, CSM14.1, ATP luminescence, primary screen (AID 1222) | CSM14.1 thapsigargin-induced death rescue, ATP luminescence; higher % means a stronger effect | cellular ATP content (survival), % at 20 µM, or EC50 in µM where a hit was titrated | 190,000 tested, under 10 active;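 active = EC50 below 50 µM in the dose-response confirmation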;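 note: death triggered by thapsigargin at about 15 µM added after 2 h compound pretreatment; cell ATP read after overnight thapsigargin exposure of roughly 18 to 22 hours; normalized against plate controls of thapsigargin alone and 5% DMSO vehicle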
Autophagy HCS = modulators of autophagy | MEF GFP-LC3 puncta imaging; test concentration mostly 10 µM | calls only at 10 µM (by protocol) | hit rate 0.98% among 190,000 | AID 463193;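 active = percentage of spot-positive cells more than 3 SD above its plate mean, without a fluorescence outlier flag or 80% toxicity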;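 note: spot-positive cell cutoff set from DMSO-treated cells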
Hep lipid drop = hepatic lipid droplet formation modulation; inhibition, % at 6.5 µM; hit rate 0.4% among 240,000; AML12 mouse hepatocytes, oleate lipid droplets, BODIPY imaging;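 active = lipid droplet intensity inhibited by at least 50%, with more than 500 cells counted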
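Test system: AML12 hepatocytes (mouse); reagent: oleate loading, 100 µM; dosing: one dose, 6.5 µM compound; incubation: overnight exposure; signal: fluorescence imaging, 20x objective, two fields per well; read-out basis: % inhibition of corrected integrated BODIPY droplet signal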
PhoP inhibition = PhoP-dependent GFP reporter repression – Salmonella Typhimurium, primary screen (AID 1863). S. Typhimurium PhoP-regulated promoter GFP reporter, 4 h; higher % means a stronger effect. inhibition, % at 50 µM; hits with a dose series show IC50 in µM. hit rate 0.16% among 300,000;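 active = inhibition over 29.93%, a cutoff 3 SD above the screen mean, later confirmed by dose response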;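 note: 0% = low Mg2+ inducing control and 100% = high Mg2+ repressing control; strong numbers were not always called active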
b-catenin transl = modulators of beta-catenin nuclear translocation; HeLa beta-catenin nuclear translocation, immunofluorescence imaging; AID 1665; hit rate 0.3% among 190,000; nuclear translocation activity, % at 5 µM;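 active = nuclear translocation activity above 50% at 5 µM, with a well cell count of 50 or more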;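 note: per-cell ratio of nuclear to cytoplasmic median beta-catenin stain intensity; plate controls were DMSO negative control for no effect and GSK-3 inhibitor IX positive control for full effect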
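Read-out: Nuclear/cytoplasmic beta-catenin signal ratio, % activation | Assay system: Human HeLa cell line | Times: 24 h compound exposure at 37°C, 5% CO2 | Signal: Fluorescence imaging of beta-catenin antibody stain plus DAPI | Dosing: 5 µM primary, 0.02–20 µM confirmation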
MT stabilizer = microtubule stabilizers in HeLa cells; % tubulin-high responders, % at 10 µM; hit rate 0.83% among 200,000; AID 2205; HeLa tubulin immunostaining HCS, 24 h; share of cells brighter than vehicle mean+2SD;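 active = plate Z-score above 3 for both tubulin-high and condensed-nucleus cell shares, with cell loss under 80%, at 10 µM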;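 note: anti alpha tubulin signal scored within the nucleus-defined area of each cell; some results filed as inactive read as strong as hits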
Dynein cargo inh = dynein cargo transport inhibition. 3617.4 mouse cells, GR-EGFP nuclear translocation imaging; test concentration mostly 20 µM; stimulated with dexamethasone, 1 µM; active compounds read low. z-score, hits read low. hit rate 0.47% among 220,000;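 active = plate z-score of nuclear minus cytoplasmic receptor signal below a set negative limit, without overly bright fluorescence or cell loss, cut at about -3.5 in these data, passing the limit was not always enough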;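 note: z-score of nuclear minus cytoplasmic ring GR-EGFP intensity difference per well; some compounds called inactive have numbers as strong as hits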
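Buffer or medium: tet-free medium with charcoal-stripped serum / Also added: dexamethasone agonist, 1.0 µM final, for 30 min / Timing: induction 48 h, compound 1 h, agonist 30 min / Measured by: high-content fluorescence imaging after fixation / Read-out: nuclear-to-cytoplasmic GR-EGFP distribution per well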
T cell HTS = modulates CD8 T cell binding to vesicles; 2C CD8+ T cell-vesicle binding, flow cytometry; active compounds read low; calls only at 7 µM; AID 2052; hit rate 0.068% among 330,000;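 active = response, share of CD8 T cells binding vesicles, and their 90th percentile fluorescence all below set limits, cut at about 80% in these data, passing the limit was not always enough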
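Assay system – 2C mouse CD8+ T cells · Also added – QL9-loaded Drosophila micro-vesicles · Timing – Cell–vesicle co-incubation 1.5 h at 37 °C, staining 20 min on ice · Signal – flow cytometry of vesicle-bound cells · Measure – percent CD8+ FL2 mean versus row control · Controls – Peptide-free naked vesicles (low) and QL9 vesicles with 0.7% DMSO vehicle (high)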
Ins promoter up = MIN6 insulin promoter up-regulation; MIN6 insulin promoter-GFP reporter, high-content imaging; active compounds read high; z-score at 5 µM; hit rate 0.3% among 190,000; AID 1625;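 active = z-score above 3 at 5 µM with at least 500 cells counted in the well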
Dynein cargo inh cytoplasmic EGFP = recorded beside Dynein cargo inh, whose call it bears; z-score; measured here: cytoplasmic GR-EGFP intensity; active compounds read high
Dynein cargo inh nuclear GR-EGFP = further read-out of Dynein cargo inh, marked with its call; z-score; measured here: nuclear GR-EGFP intensity;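 lower value marks the stronger effect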
Dynein cargo inh cell count = also measured in Dynein cargo inh; calls as there; z-score; measured here: cell count per field
Ins promoter up cell count = further read-out of Ins promoter up, marked with its call; cell count; measured here: cytotoxicity, nuclei count;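 total cells summed across four imaged fields per well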
Hep lipid drop cells 6.5 µM = second read-out of Hep lipid drop, no call of its own (marks repeat the call); cell count; measured here: cell count, cytotoxicity flag;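 cells counted across two imaged fields per well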
b-catenin transl cell count 5 µM = second read-out of b-catenin transl, no call of its own (marks repeat the call); cell count; measured here: cell count, cytotoxicity flag
T cell HTS vesicle-bound % = second read-out of T cell HTS, no call of its own (marks repeat the call); double positive events, %; measured here: CD8+ vesicle-bound cell fraction;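 binding gate set so that unloaded-vesicle control wells show 10% double positive cells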
MT stabilizer Hoechst-high % = recorded beside MT stabilizer, whose call it bears; % Hoechst-high responders; measured here: nuclear condensation Hoechst responders;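 share of cells brighter than vehicle mean plus two SD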
MT stabilizer cytotoxicity % = recorded beside MT stabilizer, whose call it bears; toxicity, %; measured here: cytotoxicity by cell density;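 0% = mean cell density of plate MIN control wells and 100% = no cells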
Autophagy HCS cell loss 18 h = also measured in Autophagy HCS; calls as there; toxicity, %; measured here: cell loss, nuclei count;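 cell loss after 18 h compound exposure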
* hit, by the source's call; i = inactive; x = no result given.

SMILES | CSM14.1 death rescue | Autophagy HCS | Autophagy HCS cell loss 18 h | Hep lipid drop | Hep lipid drop cells 6.5 µM | PhoP inhibition | b-catenin transl | b-catenin transl cell count 5 µM | MT stabilizer | MT stabilizer Hoechst-high % | MT stabilizer cytotoxicity % | Dynein cargo inh | Dynein cargo inh cytoplasmic EGFP | Dynein cargo inh nuclear GR-EGFP | Dynein cargo inh cell count | T cell HTS | T cell HTS vesicle-bound % | Ins promoter up | Ins promoter up cell count
COc1ccccc1NC(=O)c1ccccc1NC(=O)c1cc(Cl)ccc1NC(=O)c1ccco1 | -0.1% | i | -3 | x | x | -9% | 0.2 | 1435 | 3.2 | 1.5 | 4.9 | 0.89 | -0.22 | -0.67 | -0.5 | i | 42 | -1.2 | 845
COc1ccc(C(C(=O)NC2CCCCC2)N(C(=O)c2sc(C)nc2C)c2ccccc2)cc1 (stereo unspecified) | 0.7% | i | 24 | -4 | 526 | 11% | -1.6 | 973 | 3.3 | 1.7 | 5.6 | 1.3 | -0.22 | 0.47 | -1.3 | i | 42 | x | x
O=C(CSc1nc2c([nH]c3ccccc32)c(=O)n1-c1ccccc1)N1CCOCC1 | -3.0% | i | -6 | 0 | 722 | 3% | -0.5 | 1044 | 1.7 | 3.6 | 8.6 | 0.38 | -0.19 | 0.39 | 0.16 | i | 30 | -0.64 | 1772
COc1ccc2oc(=O)c(C(=O)Nc3ccccc3-c3ccccc3)cc2c1 | -0.6% | i | 2 | -2 | 795 | -10% | 0.0 | 1085 | 4.6 | 2.9 | 0.2 | 0.86 | -0.26 | 0.49 | 0.88 | x | x | -0.15 | 1369
Cc1ccc(-c2cc(C(=O)Nc3cc(C(=O)O)ccc3C)c3ccccc3n2)cc1 | -6.1% | i | 29 | -11 | 699 | 2% | -0.6 | 1101 | 2.4 | 2.6 | 7.4 | 0.98 | 0.016 | 0.68 | -1.7 | i | 46 | 0.12 | 927
Cc1ccccc1SC1CCN(Cc2nc(C3CC3)no2)CC1 | -0.8% | i | 1 | -12 | 774 | -1% | 2.3 | 985 | 3.4 | 2.5 | 6.4 | 0.26 | -0.23 | 0.066 | 0.21 | i | 41 | 0.3 | 1395
C=CCn1c(SCC(=O)NNC(=S)Nc2ccccc2)nnc1-c1ccccc1 | x | x | x | 3 | 637 | -11% | 0.3 | 1293 | x | x | x | 1.2 | -0.18 | 0.91 | -0.79 | i | 31 | 0.46 | 993
O=C1C(C=NCCCn2ccnc2)=C(O)c2ccccc21 | x | i | 4 | x | x | x | x | x | 3.0 | 1.8 | 9.4 | -0.64 | -0.24 | -0.077 | 0.75 | i | 47 | x | x
CC(C)n1c(O)c(N=NC(=O)Cc2csc(N3CCOCC3)n2)c2ccccc21 | -0.8% | i | 7 | -15 | 617 | -1% | -1.9 | 1080 | 2.3 | 3.1 | 9.0 | 1.7 | -0.36 | 0.036 | -1.2 | i | 32 | 0.09 | 1637
COc1cc(-c2cc(C(=O)Nc3ccc(O)cc3)c3ccccc3n2)cc(OC)c1OC | x | x | x | 0 | 691 | -7% | 2.0 | 1267 | x | x | x | 0.4 | -0.21 | 0.28 | 0.1 | i | 20 | -0.46 | 934
Cc1[nH]c2ccccc2c1C(=O)NS(=O)(=O)Nc1ccc(Cl)cc1 | x | i | 6 | -3 | 727 | -2% | -1.6 | 1106 | 3.2 | 2.6 | 4.5 | -0.43 | -0.22 | -0.29 | 0.83 | i | 42 | 0.53 | 1347
COc1ccccc1N1CCN(C(=O)c2ccc(S(=O)(=O)N3CCCCC3)cc2)CC1 | -0.6% | i | 9 | -12 | 682 | 1% | 0.1 | 1101 | 3.2 | 2.5 | 3.8 | -1.4 | -0.28 | -0.82 | 1.1 | i | 3 | -0.18 | 1145
COc1ccc(CCN(C)C(=O)CSc2nc3ncc(Cl)cc3[nH]2)cc1OC | -0.4% | i | 0 | -23 | 690 | 6% | 1.5 | 1131 | 4.4 | 1.8 | 9.9 | 0.92 | -0.33 | 0.7 | -0.79 | i | 32 | -1.1 | 1130
COc1ccc(Oc2nccc(-c3ccc(Cl)cc3)n2)cc1 | 0.6% | i | 13 | -6 | 623 | -3% | -2.2 | 1087 | 1.8 | 1.9 | 9.6 | 0.93 | -0.064 | 0.75 | 0.38 | i | 34 | 1.2 | 1888
Cc1c(OCc2ccc([N+](=O)[O-])cc2)ccc2c3c(c(=O)oc12)CCC3 | 2.0% | i | 3 | 5 | 674 | 7% | -1.4 | 906 | 1.7 | 2.7 | 4.5 | -0.72 | -0.2 | -0.66 | 0.46 | i | 4 | 0.55 | 1390
COC(=O)[C@@]1(Cc2ccc(F)cc2)[C@H]2c3cc(C(=O)N(C)C)n(C[C@H](O)CO)c3C[C@H]2CN1C(=O)c1ccccc1 | -3.4% | i | 42 | -1 | 721 | -4% | -1.8 | 623 | 3.6 | 2.7 | 0.6 | -0.038 | 1.1 | 0.45 | 0.54 | i | 19 | -0.01 | 1341
COc1ccc(N2CCN(C(=O)COc3ccc(Cl)cc3Cl)CC2)cc1 | -0.2% | i | 6 | 4 | 772 | -2% | x | x | 0.7 | 1.1 | 12 | 0.26 | -0.18 | -0.16 | -0.15 | i | 39 | 0.38 | 904
O=C(NNC(=O)c1cccs1)c1ccncc1 | 0.0% | i | -11 | 2 | 685 | 8% | -0.7 | 1137 | 2.0 | 1.6 | 5.7 | 0.19 | -0.26 | -0.51 | 1 | i | 56 | -0.02 | 1288
O=C1C(Oc2ccc(Cl)cc2)C(c2ccc3c(c2)OCO3)N1CC1CCCO1 (stereo unspecified) | 4.3% | i | -2 | -38 | 718 | -2% | -0.1 | 1041 | 1.4 | 2.0 | 11 | -0.66 | -0.33 | -0.0067 | 0.82 | i | 47 | -0.27 | 1450
COc1ccc(-c2nnc(-c3cccnc3)o2)cc1OC | 2.6% | i | 8 | x | x | 1% | -0.1 | 1082 | 2.7 | 1.9 | 7.9 | 1.1 | -0.25 | 1 | -1.3 | i | 53 | -1.7 | 1019
CCOC(=O)NC(=O)CSc1nc(-c2ccc(C)c(C)c2)cn1-c1ccccc1 | -0.7% | i | 5 | 2 | 724 | 0% | 0.8 | 467 | 2.9 | 2.2 | 9.1 | 1.1 | -0.21 | 0.6 | -0.42 | i | 60 | -0.08 | 1235
O=C1CC(c2ccc(F)cc2)CC(O)=C1C=NCCN1CCNCC1 (stereo unspecified) | x | i | -4 | x | x | 5% | x | x | 3.5 | 2.0 | 3.6 | -0.2 | -0.27 | -0.24 | 0.38 | i | 58 | x | x
COc1ccc(NC(=O)CSc2ncccc2C(=O)OC(C)C)cc1OC | -0.6% | i | 10 | -12 | 787 | 2% | x | x | 1.6 | 1.2 | 7.4 | -0.35 | -0.26 | -0.11 | 0.99 | i | 32 | -5.3 | 708
CS(=O)(=O)N(CCC(=O)O)Cc1ccccc1 | 2.6% | i | -15 | x | x | -1% | x | x | 1.7 | 1.6 | 8.1 | -0.44 | 0.029 | -0.095 | 0.88 | i | 40 | x | x
Cn1c(=O)c2c([nH]c(OCc3ccc(Cl)cc3Cl)[n+]2Cc2ccc(F)cc2)n(C)c1=O | x | x | x | -6 | 703 | -10% | 0.4 | 1325 | x | x | x | 0.056 | -0.28 | -0.085 | 0.43 | i | 27 | -1.6 | 919
COc1ccc(/C(N)=N/OC(=O)N2CCOCC2)cc1 | 0.8% | i | -3 | -1 | 772 | -5% | 1.2 | 921 | 2.6 | 1.1 | 1.3 | 1.2 | -0.097 | 0.93 | -0.48 | i | 59 | -0.1 | 1431
Cc1c(CNC(=O)c2nn3c(c2Cl)NC(c2ccccc2)CC3C(F)(F)F)cnn1C (stereo unspecified) | 5.9% | i | 0 | x | x | 3% | 0.0 | 1157 | 4.2 | 2.0 | 3.6 | 2.5 | 0.17 | 1.5 | -1 | i | 18 | -4.2 | 735
CC(=O)N1CC2(C)CN(C(C)=O)CC(C)(C1)C2=O | -2.1% | x | x | x | x | x | -6.8 | 944 | x | x | x | x | x | x | x | i | 25 | -0.31 | 1690
O=C(CCC1CCCC1)N1CCN(C(=O)c2cccnc2)CC1 | -3.0% | i | -8 | -1 | 766 | -1% | 1.3 | 1149 | 5.3 | 3.9 | 5.7 | 0.13 | -0.12 | -0.55 | -0.83 | i | 19 | 0.32 | 1225
CCOC(=O)c1cc(-c2cccs2)[nH]n1 | x | x | x | -1 | 697 | 3% | 0.8 | 1292 | x | x | x | 0.7 | -0.19 | 0.67 | -0.56 | i | 61 | 0.23 | 1053
